aDG glyco up = activators of alpha-DG glycosylation, primary screen, uHTS, Pro5-aDG cells, AlphaScreen. activation, % at 10 µM. alpha-DG glycosylation AlphaScreen (IIH6); 0% Pro5, 100% B10-LARGE cell signal. AID 624168, 2012. 360,000 tested, 0.22% active;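 active means activation of at least 8% versus controls, or a plate z-score of at least 8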;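 further: Pro5 are CHO cells carrying HIG-tagged alpha-DG that lacks glycosylation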
ABHD5-PLIN5 inh = ABHD5-PLIN5 interaction inhibitors, primary screen, cell lysate, split luciferase complementation, luminescence; Split G. princeps luciferase complementation, 4 h; inhibition, % at 4 µM; 360,000 tested, 0.78% active; AID 602281, 2012;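 active means inhibition above the mean inhibition across every tested compound plus 3 SD, cut at about 22% in these data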;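 further: 0% = DMSO only wells and the 100% control is not disclosed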
Target sequence (Q00G26 whole entry, looked up): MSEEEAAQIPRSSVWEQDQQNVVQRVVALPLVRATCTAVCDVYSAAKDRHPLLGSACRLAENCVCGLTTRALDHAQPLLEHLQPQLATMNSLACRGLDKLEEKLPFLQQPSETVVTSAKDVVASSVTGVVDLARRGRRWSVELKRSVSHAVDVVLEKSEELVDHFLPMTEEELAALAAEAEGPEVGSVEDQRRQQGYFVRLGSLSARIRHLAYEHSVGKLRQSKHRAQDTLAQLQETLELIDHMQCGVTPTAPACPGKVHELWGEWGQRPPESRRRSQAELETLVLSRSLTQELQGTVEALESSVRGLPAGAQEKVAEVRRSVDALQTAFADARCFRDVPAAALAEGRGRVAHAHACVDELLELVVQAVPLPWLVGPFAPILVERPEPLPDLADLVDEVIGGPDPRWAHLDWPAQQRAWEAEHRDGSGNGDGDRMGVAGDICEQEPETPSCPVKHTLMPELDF
Target sequence (Q8WTS1 whole entry, looked up): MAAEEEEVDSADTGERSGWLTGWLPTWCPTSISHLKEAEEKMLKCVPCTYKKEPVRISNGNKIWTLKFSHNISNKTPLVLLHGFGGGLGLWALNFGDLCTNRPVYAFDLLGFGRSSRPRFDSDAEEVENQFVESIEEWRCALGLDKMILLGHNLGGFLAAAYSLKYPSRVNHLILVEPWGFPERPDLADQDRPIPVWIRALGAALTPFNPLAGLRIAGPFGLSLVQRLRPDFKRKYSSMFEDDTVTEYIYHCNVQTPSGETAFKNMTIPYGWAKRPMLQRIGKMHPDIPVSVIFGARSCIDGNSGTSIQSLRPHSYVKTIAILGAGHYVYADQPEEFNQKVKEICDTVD
ABCB6 inh MLPCN = ABCB6 transporter inhibitors, primary screen, K562-ABCB6 cells, flow cytometry, MLPCN library | 360,000 tested, 0.19% active | K562-ABCB6 porphyrin accumulation, 1 h; hits give low values | AID 602162, 2011 | ATP-binding cassette sub-family B member 6 (Homo sapiens), Q9NP58 | fluorescence ratio to DMSO, % at 10 µM;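 active means fluorescence ratio to DMSO below 75%, the collection mean minus 3 SD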;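 further: signal is porphyrin accumulated inside mitochondria; 100% equals median channel fluorescence of DMSO control wells; lower ratio means ABCB6 inhibition with less porphyrin fluorescence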
MC4R antagonist = MC4R antagonists of cAMP signaling, primary screen, cell-based, TR-FRET, antagonist arm of biased-ligand search; MC4R-expressing cells, MTII-stimulated cAMP, LANCE TR-FRET; inhibition, % at 6.5 µM; 360,000 tested, 0.48% active; AID 540295, 2011;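 active means inhibition above its plate's cutoff, the mean of tested wells on that plate plus 3 SD, cut at about 29% in these data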;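 further: 0% = Melanotan II alone and 100% = Melanotan II plus saturating MCL0020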
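Assay system: human MC4R-expressing U2OS cells; reagent: Melanotan II stimulation of cells; dosing: 6.5 µM single dose; timing: compound 30 min, challenge 1 h, detection 1 h; signal: TR-FRET cAMP assay; replicates: one well per compound, no replicates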
HTR2A ag = mouse Htr2a agonists via beta-arrestin recruitment, primary screen, cell-based, luminescence; CHO-K1 mHTR2A beta-arrestin complementation; percent of 30 µM serotonin response; 5-hydroxytryptamine receptor 2A (Mus musculus), P35363; AID 624169, 2012; 360,000 tested, 0.66% active; activation, % at 7.6 µM;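 active means activation above a run cutoff, the mean activation of all tested compounds plus 3 SD, cut at about 14% in these data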;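 further: 0% = plate median of compound wells and 100% = 30 µM serotonin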
Glyco luc inh = increase of ERlucT glycosylation luciferase signal, primary screen, N-linked glycosylation inhibitor project, D54 ERlucT cells, luminescence, set 2; D54 ERlucT glycosylation luciferase reporter, 24 h; percent of 100 nM tunicamycin response; reporter increase, % at 12.5 µM; 360,000 tested, 0.23% active; AID 588692, 2011;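 active means mean luciferase reporter signal, scaled so untreated is 0 and the glycosylation-blocking control 100, at or above a set limit in every replicate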;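 further: luciferase carries N-glycosylation sites so blocking glycosylation raises the light; 0% = median of neutral control wells and 100% = median of 100 nM tunicamycin wells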
Cardio protect = cardioprotection against H2O2-induced cell death, primary screen, uHTS, H9c2 cells, ATPLite luminescence; AID 588492, 2011; 360,000 tested, 0.63% active; protection from H2O2 cell death, % at 20 µM; H9c2 cardiomyocytes, H2O2 injury protection, 2 h;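 active means compounds giving at least 50% protection of heart cells from peroxide-induced death in the single-dose screen, raw or plate-pattern-corrected value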;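 further: 0% = DMSO wells with peroxide and 100% = DMSO wells without peroxide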
iPSC survival up = enhancers of single-cell hiPSC survival, primary screen, ATPlite luminescence. 100% = ROCK inhibitor wells, 0% = DMSO. 360,000 tested, 0.044% active. survival enhancement, % at 20 µM; in the data active means survival enhancement above about 18%;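 further: cells exposed to compounds for 16 hours before the ATP read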
Granule exo inh = LAMP-1 surface exposure blockers, TALL-104 cells – cell-based, flow cytometry, MLPCN library, primary screen; TALL-104 LAMP-1 surface exposure; cells stimulated with thapsigargin and PMA; inhibition, % at 10 µM; 360,000 tested, 0.66% active; AID 651702, 2012;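 active means inhibition above about 55%, limit read from the data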
MC4R ag barr = MC4R agonists recruiting beta-arrestin, primary screen, cell-based, luminescence, agonist arm of biased-ligand search; Melanocortin receptor 4 (Homo sapiens), P32245; U2OS MC4R beta-arrestin complementation; percent of melanotan II response, DMSO zero; activation, % at 8.9 µM; 360,000 tested, 0.98% active;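 active means activation above a per-plate cutoff, the mean activation of sample wells on that plate plus 3 SD, cut at about 8% in these data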
* marks the source's active call; other numbers are inactive results; . = no result given.

SMILES | aDG glyco up | ABHD5-PLIN5 inh | ABCB6 inh MLPCN | MC4R antagonist | HTR2A ag | Glyco luc inh | Cardio protect | iPSC survival up | Granule exo inh | MC4R ag barr
CCCc1cc(C(=O)O)c2ccccc2n1 | 2.3 | -2 | 100 | 5 | -2 | 1 | -5 | -1.6 | -2 | 0.6
CC(C)c1cccc(-c2csc(C(O)c3ccc(F)cc3)n2)c1 (stereo not drawn) | 0.3 | -14 | 97 | 7 | 3 | 0 | -20 | 5.6 | 4 | 5.8
Cc1ccc(C)c(NC(=S)N/N=C/C(C)c2ccccc2)c1 (stereo not drawn) | -0.4 | -1 | 94 | 23 | 0 | 0 | -10 | -0.5 | 1 | -2.3
CCOC(=O)N1CCC(NC(=O)c2ccc3snnc3c2)CC1 | -0.4 | -16 | 105 | 3 | 5 | 1 | 2 | 0.7 | -1 | 1.6
O=c1c2ccccc2nc(/C=C/c2cc(Br)ccc2O)n1CCO | -0.3 | 12 | 99 | 13 | 4 | -4 | 33 | 2.7 | 11 | 0.1
Cc1ccc(S(=O)(=O)NCc2ccccc2)cc1C(=O)NCC1CCCO1 (stereo not drawn) | -0.1 | -2 | 100 | 8 | 9 | 3 | -5 | -0.5 | -4 | -2.5
COC(=O)Cc1csc(NC(=O)CSc2nnc3ccccn23)n1 | -0.3 | 2 | 109 | 11 | 5 | 1 | 12 | 0.6 | 3 | -3.2
CNC(=O)COC(=O)/C=C/c1cn(-c2ccccc2)nc1-c1ccc(C)o1 | 0.0 | 13 | 98 | 20 | -4 | -2 | 56* | 0.9 | 5 | -2.2
N#Cc1nc(-c2cccc(Cl)c2)oc1NCc1cccnc1 | -0.2 | 2 | 81 | -3 | -7 | 7 | -2 | 0.4 | 5 | -1.9
Cn1nnnc1SCC(=O)Nc1nn(-c2ccccc2)nc1C(N)=O | 0.0 | 1 | 90 | -2 | 5 | 5 | -6 | -0.3 | -2 | -2.6
CCOC(=O)Cn1nc(C)c(NC(=O)c2cccc([N+](=O)[O-])c2)c1C | 0.1 | -1 | 95 | 10 | 2 | 1 | -6 | 0.6 | 2 | 0.2
COc1ccccc1C(=O)N1CCN(c2nc3cc(C)c(C)cc3cc2C#N)CC1 | 0.7 | -1 | 101 | 0 | 0 | 2 | -11 | -2.7 | 1 | -0.5
O=C(Nc1ccccc1N1CCCCC1)c1cccc(Cl)c1 | 0.0 | -2 | 105 | 9 | 1 | -2 | -2 | -0.7 | 20 | 0.8
COc1cc(OC)cc(-c2sc3ccc(OC)cc3c2-c2ccc(OCCN3CCOCC3)cc2)c1 | -0.3 | 0 | 106 | 12 | -2 | -3 | 2 | -2.7 | 12 | -1.0
CCN1C=C(C(=O)OC)C(c2cccc(OC)c2OC)C(C(=O)OC)=C1 | 0.0 | 2 | 96 | 20 | 1 | 3 | 0 | 1.6 | 6 | -2.1
CCCN(CC(=O)Nc1ccccc1C)C(=O)c1ccc(N2CCOCC2)c([N+](=O)[O-])c1 | -0.1 | 6 | 101 | 5 | -6 | 1 | 2 | -0.1 | -1 | -1.4
O=C(CCCc1nc(-c2ccccc2)no1)NC1CCCCC1 | -0.1 | 0 | 95 | 5 | -5 | 1 | 2 | -0.1 | -9 | -0.8
COC(=O)c1ccc(C2/C(=C(/O)c3ccc(OC(C)C)cc3)C(=O)C(=O)N2c2cc(C)on2)cc1 (stereo not drawn) | -0.3 | -3 | 88 | 26 | 0 | 4 | 8 | 1.5 | 2 | -0.6
CCOCCCn1c(=N)c(C(=O)NCc2ccc3c(c2)OCO3)cc2c(=O)n3cccc(C)c3nc21 | 1.5 | 5 | 100 | 0 | -4 | 13 | -13 | 0.8 | 8 | 0.9
COc1ccccc1NC(=O)Cn1cnc2c1c(=O)n(C)c(=O)n2C | 0.0 | 6 | 104 | 4 | 5 | 2 | 12 | 8.3 | 1 | -0.6
COc1ccc(-c2c(C)nn3c(N4CCC5(CC4)OCCO5)cc(C)nc23)cc1OC | -0.2 | 0 | 92 | 13 | 2 | -2 | 3 | -2.9 | -1 | -1.1
COc1ccc(OC)c(C=NNC(=O)c2ccc(NS(=O)(=O)c3cccs3)cc2)c1 | -0.1 | 1 | 105 | 6 | 0 | 0 | 5 | 0.0 | 0 | 1.6
O=C1CCC(=O)N1c1nc2n(n1)C(c1ccccc1)C=C(c1ccc(Br)cc1)N2 (stereo not drawn) | 0.2 | 6 | 101 | 3 | 4 | 0 | 6 | 1.3 | 2 | 2.5
CC1CCCC(C)N1/N=C/c1ccccc1F (stereo not drawn) | 0.0 | 13 | 101 | -6 | 0 | 0 | -1 | -0.2 | -1 | -1.4
O=C(COc1ccc(C(=O)Nc2ccc(Cl)cc2)cc1)NCc1ccccc1 | 0.3 | 2 | 95 | 5 | -2 | 0 | -3 | 1.5 | -1 | 3.7

Only Granule exo inh and ABCB6 inh MLPCN, for 4 of the compounds above:
| canonical_smiles | Granule exo inh | ABCB6 inh MLPCN |
| --- | --- | --- |
| CCOC(=O)N1CCC(NC(=O)c2ccc3snnc3c2)CC1 | -1 | 105 |
| O=c1c2ccccc2nc(/C=C/c2cc(Br)ccc2O)n1CCO | 11 | 99 |
| Cc1ccc(S(=O)(=O)NCc2ccccc2)cc1C(=O)NCC1CCCO1 (stereo not drawn) | -4 | 100 |
| COC(=O)Cc1csc(NC(=O)CSc2nnc3ccccn23)n1 | 3 | 109 |

Single records (already shown). Screens in order: aDG glyco up, ABHD5-PLIN5 inh, ABCB6 inh MLPCN, MC4R antagonist, HTR2A ag, Glyco luc inh, Cardio protect, iPSC survival up, Granule exo inh, MC4R ag barr
CCOC(=O)N1CCC(NC(=O)c2ccc3snnc3c2)CC1 in the list: -0.4, -16, 105, 3, 5, 1, 2, 0.7, -1, 1.6
CCN1C=C(C(=O)OC)C(c2cccc(OC)c2OC)C(C(=O)OC)=C1 in the list: 0.0, 2, 96, 20, 1, 3, 0, 1.6, 6, -2.1

The list goes on:
SMILES | aDG glyco up | ABHD5-PLIN5 inh | ABCB6 inh MLPCN | MC4R antagonist | HTR2A ag | Glyco luc inh | Cardio protect | iPSC survival up | Granule exo inh | MC4R ag barr
CN(C)c1cccc(Oc2nc3c(c(=O)n(C)c(=O)n3C)n2C)c1 | 0.2 | 0 | 102 | 6 | -4 | 1 | 7 | 3.8 | 2 | -1.6
COCCNC(=S)N1CCC(C(=O)c2ccc(F)cc2)CC1 | 0.1 | 3 | 102 | 2 | -4 | 1 | -8 | -0.9 | -5 | 0.0
S=c1[nH]nc(-c2ccccc2Br)n1Cc1ccccc1 | -0.1 | 2 | 97 | 4 | -5 | 0 | 8 | 0.3 | 1 | -1.4
CC(C)NS(=O)(=O)c1ccc(OCC(N)=O)c(Cl)c1 | -0.1 | 5 | 95 | 9 | 0 | 1 | 1 | 5.5 | 2 | 0.1
CN(C)S(=O)(=O)c1ccc(C(=O)OCC(=O)Nc2sc3c(c2C#N)CCCCC3)cc1 | -0.7 | -6 | 89 | 1 | 0 | 1 | -5 | -3.3 | 2 | -0.6
O=C(NCc1ccco1)c1ccc(CS(=O)Cc2ccc(Cl)cc2)o1 (stereo not drawn) | 0.0 | 6 | 98 | 7 | -10 | -1 | 0 | -0.3 | -5 | -2.3
COC(=O)c1ccccc1Nc1ccnc(Cl)n1 | 0.0 | -2 | 87 | 12 | -2 | 1 | 7 | -0.2 | -11 | 5.0
CCOc1ccc(NC(=O)CN(C)C(=O)c2ccccc2OCc2c(C)noc2C)cc1OCC | 2.1 | -1 | 103 | -4 | 5 | 4 | 0 | 1.2 | 4 | -1.0
CC#CCCc1nc2ccccc2c(=O)n1N | -0.1 | -4 | 78 | -5 | -2 | -1 | -1 | -0.9 | 2 | -1.1
C/C=C/n1ccnc1CC(O)(c1ccccc1)c1ccc(C)cc1 (stereo not drawn) | 0.0 | 5 | 97 | 3 | -3 | -4 | -6 | 1.5 | 3 | -2.0
COc1ccc(C(=O)COC(=O)CCN2C(=O)C3CC=CCC3C2=O)c(OC)c1 (stereo not drawn) | -0.2 | 2 | 97 | 5 | 5 | 1 | 2 | 0.3 | -3 | -1.8
O=C(N1CCN(c2ccccc2)CC1)C(F)(F)C(F)(F)F | 0.1 | 4 | 104 | 1 | 5 | -1 | 2 | -1.7 | -2 | -0.8
Cc1cc(Cl)ccc1OCC(=O)N(Cc1ccco1)C1CCS(=O)(=O)C1 (stereo not drawn) | 0.0 | 1 | 95 | 6 | 9 | -4 | 1 | -0.8 | -2 | 0.5
C=CCn1c(SCC(=O)Nc2ccc(C(=O)O)cc2)nc2sc(C)c(C)c2c1=O | 0.0 | 6 | 98 | -2 | 4 | 3 | 4 | -3.1 | -1 | 1.3
CCN=C1S/C(=C\c2cn(CC(=O)NCc3ccco3)c3ccccc23)C(=O)N1CC | -0.5 | -2 | 100 | 17 | -6 | 14 | 24 | 0.3 | -5 | 4.7
Cc1nc2cc3nc(C(F)(F)F)[nH]c3cc2[nH]1 | -0.2 | -8 | 102 | -9 | 3 | 1 | 6 | 1.3 | 0 | -2.3
COc1ccc(C2CC(c3ccccc3)=NN2C(=O)COC(=O)CNC(=O)c2ccccc2)cc1 (stereo not drawn) | 0.5 | -2 | 101 | 12 | 13 | 0 | 4 | -0.9 | -3 | -2.8
c1ccc2c(c1)CNc1ccccc1-2 | 0.0 | -13 | 100 | -3 | 4 | -1 | 3 | -0.2 | 7 | -2.2
COc1ccc(-n2c(SCC(N)=O)nnc2-c2ccccc2F)cc1 | -0.1 | 4 | 101 | 2 | 3 | -2 | 2 | 3.8 | 1 | -1.3
C=CCc1cccc(/C=N/n2c(C)nnc2C)c1O | -0.1 | -3 | 105 | -1 | 0 | 2 | 10 | 9.3 | 1 | -2.6
COC(=O)c1ccc2[nH]c3cccc(/C(=C/c4ccccc4)c4ccccc4)c3c2c1 | -0.2 | -5 | 101 | -8 | 7 | -3 | -2 | -0.4 | 9 | -0.6
O=C(Cn1cc(S(=O)(=O)Cc2cccc([N+](=O)[O-])c2)c2ccccc21)N1CCOCC1 | -0.3 | 3 | 101 | 3 | 6 | . | -7 | -0.3 | -1 | -3.1
COC(=O)CCC(=O)Nc1cccc(Cl)c1 | -0.2 | 7 | 94 | 3 | 0 | -1 | 0 | 2.9 | 0 | -0.7
CCSc1nnc(NC(=O)c2c(-c3ccccc3Cl)noc2C)s1 | -0.1 | -6 | 112 | 0 | -1 | 2 | 2 | -3.4 | -4 | -2.3
CCOC(=O)CCP(=O)(O)C(O)c1ccc(OC)cc1 (stereo not drawn) | -0.1 | 1 | 111 | 8 | 0 | 4 | -11 | 3.8 | 0 | 0.1
CCN(CC(=O)Nc1ccc(NC(C)=O)cc1)C(=O)c1cc2ccccc2oc1=O | -0.1 | 3 | 95 | 2 | -4 | 1 | 2 | -0.4 | -1 | -2.6

Screening results deposited in PubChem by several laboratories.
